Rab9 promoter act – activators of Rab9 promoter; Huh7 Rab9 promoter-luciferase reporter, luminescence, 24 h; Potency, µM (top dose mostly 9.22 µM), for inactives: top-dose activation, negative = inhibition, actives largely listed as activators; actives 2.8% (n = 320,000); note: potency is the fitted concentration of half-maximal effect; % of control where 0% means no effect; nearly all actives have a fitted effect of over 60% in size
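Promoter activation is measured as luciferase luminescence in Huh7 cells stably transfected with a Rab9 promoter–luciferase construct, following 24 h compound exposure at 37 °C and 10 min reagent incubation at ambient temperature.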
VP16 counter – inhibits Gal4-VP16 luciferase reporter, ROR gamma counter-screen. Drosophila S2 Gal4-VP16 UAS-luciferase, luminescence, 20 h. Potency, µM (top dose mostly 53.6 µM), inactives show at the top dose activity, negative = inhibition, usual class: inhibitors. actives 3.5% (n = 310,000). AID 2546;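 note: Gal4-VP16 expression switched on by copper sulfate through the metallothionein promoter; potency is the fitted concentration of half-maximal effect; % is set by controls: 0 for no effect and ±100 for the full control effect; nearly all actives have a fitted effect of over 50% in size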
ELG1 DNA repair – inhibitors of ELG1-dependent DNA repair in HEK293T cells; HEK293T ELG1-luciferase reporter, luminescence, 16 h; DNA damage induced by 5-fluorouridine; Potency, µM (top dose mostly 46.1 µM), for inactives: top-dose activity change, negative = inhibition, most hits filed as inhibitors; actives 2.3% (n = 330,000); AID 504467; note: potency is the fitted concentration of half-maximal effect; % is set by controls: 0 for no effect and ±100 for the full control effect; nearly all actives have a fitted effect of over 55% in size
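DMSO vehicle served as the neutral condition. Each well held 2,000 cells given 5-fluorouridine plus compound; after 16 hr at 37 °C/5% CO2, ONE-Glo was added and luciferase measured 30 min later.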
p53 reactivation – mutant p53 re-activation in reporter cells | Potency, µM (titrated, usually from 92.2 µM), for the others: at the highest dose activity change, positive = activation, most hits filed as activators | H1299 p53-A138V BP100-luciferase reporter, luminescence, 24 h | AID 504706 | actives 0.063% (n = 320,000); note: potency is the fitted concentration of half-maximal effect; % of control where 0% means no effect; nearly all actives have a fitted effect of over 45% in size
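p53-null H1299 cells stably carrying temperature-sensitive p53-A138V and a BP100-luciferase reporter were pinned with compounds (4-point, 1:5 series) and held 24 hrs at 37 deg C. Luminescence was read 10 min after detection reagent.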
RORg inh – ROR gamma (mouse) transcription inhibition | actives 5.4% (n = 310,000) | AID 2551 | Drosophila S2 Gal4-RORgamma UAS-luciferase reporter, 20 h | Potency, µM (series often up to 53.6 µM), for the others: at the highest dose activity change, negative = inhibition, usual class: inhibitors | P51450; note: potency is the fitted concentration of half-maximal effect; % is set by controls: 0 for no effect and ±100 for the full control effect; nearly all actives have a fitted effect of over 60% in size
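Stable Schneider cell line, Gal4 DNA-binding domain fused to ROR gamma, UAS-luciferase. Cmpd 1 hr RT → CuSO4 700 uM final → 20 hr RT → luciferase reagent 10 min → luminescence.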
ELG1 genotox – genotoxicity induction in ELG1-luciferase HEK293T cells | Potency, µM (titrated, usually from 46 µM), inactives show at the highest dose activity change, positive = activation, hits mostly activators | actives 1.3% (n = 330,000) | HEK293T ELG1-luciferase reporter, luminescence, 16 h; note: potency is the fitted concentration of half-maximal effect; % of control where 0% means no effect; nearly all actives have a fitted effect of over 60% in size
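16 hr compound incubation (37 °C, 5% CO2) of HEK293T cells carrying luciferase-tagged ELG1; luciferase then measured by ONE-Glo luminescence after 30 min at RT.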
FLuc counter – counter-screen for miR-21 project: firefly luciferase inhibitors or activators; Potency, µM (series often up to 57.5 µM), without a hit: top-dose activity change, negative = inhibition, most hits filed as inhibitors; AID 588342; actives 6.9% (n = 360,000); purified FLuc, Km substrates, luminescence inhibition; P08659;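 note: potency is the fitted concentration of half-maximal effect; plate controls were vehicle for no effect and reference inhibitor for full effect; nearly all actives have a fitted effect of over 55% in size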
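Biochemical qHTS of compounds, final roughly 60 µM downward over six points, against 10 nM purified firefly luciferase using Km concentrations of substrates (10 uM D-luciferin, 10 uM ATP) in Tris acetate pH 7.5 buffer; luminescence output.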
TRPV1 ag – agonists of human vanilloid receptor 1 (TRPV1); Q8NER1; AID 540275; TRPV1-expressing cells, Fluo-8 calcium influx, agonist mode; activation, % at 8.33 µM; actives 0.19% (n = 320,000); in the data active = activation above about 80%; inconclusive = between about 30% and that limit; note: 0% is about no effect
Target sequence (Q8NER1 whole entry, looked up): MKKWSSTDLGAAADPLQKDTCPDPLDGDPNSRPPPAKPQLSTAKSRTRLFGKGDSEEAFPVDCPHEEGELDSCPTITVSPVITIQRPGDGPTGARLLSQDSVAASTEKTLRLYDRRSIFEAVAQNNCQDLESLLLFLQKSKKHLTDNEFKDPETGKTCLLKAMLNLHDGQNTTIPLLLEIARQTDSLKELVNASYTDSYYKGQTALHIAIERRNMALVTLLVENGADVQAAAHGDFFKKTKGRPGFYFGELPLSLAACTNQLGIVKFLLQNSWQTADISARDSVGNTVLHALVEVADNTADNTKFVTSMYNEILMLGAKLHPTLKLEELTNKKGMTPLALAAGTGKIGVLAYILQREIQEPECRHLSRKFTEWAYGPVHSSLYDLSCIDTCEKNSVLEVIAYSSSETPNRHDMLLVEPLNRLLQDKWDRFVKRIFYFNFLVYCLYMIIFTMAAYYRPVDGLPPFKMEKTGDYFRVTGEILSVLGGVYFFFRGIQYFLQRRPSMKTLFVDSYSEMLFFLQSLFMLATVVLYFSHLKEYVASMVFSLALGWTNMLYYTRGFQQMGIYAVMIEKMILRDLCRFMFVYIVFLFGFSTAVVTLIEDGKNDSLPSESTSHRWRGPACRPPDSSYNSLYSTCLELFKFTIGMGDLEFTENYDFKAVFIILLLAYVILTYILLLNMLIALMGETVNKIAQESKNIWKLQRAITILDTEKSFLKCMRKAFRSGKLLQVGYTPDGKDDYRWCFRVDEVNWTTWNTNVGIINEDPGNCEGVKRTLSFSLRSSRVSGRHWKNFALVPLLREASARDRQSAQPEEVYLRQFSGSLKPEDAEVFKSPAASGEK
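Cells expressing TRPV1 were dye-loaded with Fluo-8 and read kinetically: 10 s baseline, 3 min after compound (agonist portion), then 2 min after EC20 capsaicin (allosteric enhancer portion). Calcium-bound dye fluorescence at 480/520 nm.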
NPC1 prom act – activators of NPC1 promoter. Huh7 NPC1 promoter luciferase reporter, 24 h. actives 2.4% (n = 320,000). AID 485313. Potency, µM (doses to about 9.22 µM), for the others: at the top dose activation, usual class: activators;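 note: potency is the fitted concentration of half-maximal effect; % of control where 0% means no effect; nearly all actives have a fitted effect of over 60% in size; reporter is driven by a mutant NPC1 promoter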
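In 1536-well qHTS, Huh7 cells harboring an NPC1 promoter–luciferase construct received compound for 24 h; activation was quantified by luminescence following luciferase reagent addition.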
Tb PFK block – blocks T. brucei phosphofructokinase | Potency, µM (top dose mostly 57.5 µM), inactives show top-dose activity, negative = inhibition, hits mostly inhibitors | T. brucei PFK, ADP-Glo luminescence | O15648 | actives 0.17% (n = 330,000);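 note: potency is the fitted concentration of half-maximal effect; 0% = uninhibited 1x PFK enzyme wells and -100% = no-enzyme wells; nearly all actives have a fitted effect of over 60% in size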
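1.25 nM PFK with 0.5 mM F6P and 0.1 mM ATP in 0.1 M TEA pH 8.0, 5 mM MgCl2, incubated 45 min at room temperature; ADP measured by ADP-Glo luminescence; compounds titrated up to 57 uM.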
BRCA1 expr act – BRCA1 expression activation. actives 1.1% (n = 380,000). Potency, µM (highest dose often 46.1 µM), for inactives: at the highest dose activation, usual class: activators. MCF7-BRCA1-FFLuc reporter, luminescence, 48 h; response scale: scaled: vehicle 0%, 10 µM genistein 100%. AID 624202; note: potency is the fitted concentration of half-maximal effect; nearly all actives have a fitted effect of over 80% in size; some results filed as inactive show a strong effect at the top dose
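Activators of BRCA1 expression were detected as increased firefly luciferase luminescence in engineered MCF7 cells after 48 h compound incubation. Signals were scaled to genistein 10 microM as full activation.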
Starred values were filed as active, the others as inactive; ? = inconclusive; nt = no result given; & = joins results of further samples; [ ] = another dose, or the depositor's remark. Unless noted, calls come from the whole dose curve; as a rule, active = well fitted curve in the direction sought with a large enough effect; inconclusive = small, poorly fitted or top-dose-only effect, or another doubt; inactive = no such curve, though single readings can be large; an effect the other way counts as inactive or inconclusive.

SMILES	Rab9 promoter act	VP16 counter	ELG1 DNA repair	p53 reactivation	RORg inh	ELG1 genotox	FLuc counter	TRPV1 ag	NPC1 prom act	Tb PFK block	BRCA1 expr act
O=C(O)c1cccc(-c2ccc(/C=N/n3cnc4sc5c(c4c3=O)CCCC5)o2)c1	-2.4%	3.2%	19.7%	3.2%	19.0%	-0.8%	?	2.4	-3.2%	-0.7%	nt
CC(=O)Nc1ccc(Oc2cc(C#N)c(C#N)cc2N2CCCCCC2)cc1	-4.3%	-12.1%	?	-15.0%	?	-0.3%	-0.1%	-4.9	-0.9%	5.2%	-58.8%
CC(C)C(=O)Nc1ccc(C(=O)Nc2ccc(Br)cc2F)cc1	-3.6%	-3.9%	?	6.6%	6.1%	15.9%	-5.5%	19.4	2.9%	1.6%	62.0%
COc1ccc(Cn2nnnc2CN2CCc3ccccc3C2)cc1	-0.2%	-12.5%	-1.6%	-0.9%	7.7%	5.7%	-1.5%	23.4	-3.1%	-3.7%	0.6%
Cc1ccc(S(=O)(=O)N2CCC(C(=O)NNC(=O)c3ccc(F)cc3)CC2)cc1	-2.0%	-0.9%	23.6%	0.3%	-6.5%	8.5%	-1.0%	-0.2	-2.4%	-0.2%	-1.1%
Cc1ccccc1N(CC(=O)N1CCN(c2ccccc2)CC1)S(C)(=O)=O	8.2%	3.2%	3.3%	-0.8%	-8.4%	-1.0%	1.4%	0.0	-0.7%	-1.4%	-2.5%
COc1ccccc1C(=O)Nc1cc(Cl)ccc1-n1cncn1	7.2%	-15.3%	?	-8.1%	11.2µM*	-2.7%	0.1%	21.3	4.9%	-0.8%	-63.7%
CCOc1cccc(CN2CCCC(C(=O)c3cc(Cl)ccc3OC)C2)c1O (centres undefined)	8.0%	-1.7%	?	-24.9%	-7.7%	-12.9%	-0.7%	?	-1.0%	-4.8%	-20.1%
c1ccc(CC(Nc2ccccn2)c2ccccc2)cc1 (centres undefined)	14.6%	-16.4%	-1.1%	7.6%	-0.8%	4.0%	-10.5%	?	-5.7%	-1.5%	-17.8%
C/C(CC(=O)NCc1ccc(F)cc1)=N\NC(N)=S	-4.2%	-25.0%	-9.3%	1.4%	12.6µM*	-2.7%	-0.7%	-0.8	-0.8%	-2.0%	0.0%
CCOc1[nH]c(/N=C/c2ccco2)c(C#N)c1C#N	-1.1%	-3.1%	-19.5%	5.0%	-2.1%	0.8%	?	-2.7	2.1%	1.0%	-8.0%&-20.8%
O=C(OCC(=O)N1CCN(c2ccccc2)CC1)c1ccc[n+]([O-])c1	2.3%	?	14.1%	-4.0%	1.9%	-2.8%	-0.7%	2.7	11.9%	-10.7%	0.8%
CN(C)CC1(c2ccccc2)CCCC1	-0.6%	-4.6%	1.2%	8.3%	-12.1%	0.0%	-0.1%	-2.6	-1.8%	-5.5%	0.2%
Cc1ccc(NC(=O)COc2cccc(C)c2C)cc1S(=O)(=O)N1CCCCCC1	-4.8%	nt	-8.8%	2.6%	nt	?	2.0%	9.2	-0.8%	-6.5%	-62.7%
CN(c1ccccc1)S(=O)(=O)c1ccc(C(=O)Nc2nnc(C3=COCCO3)o2)cc1	16.5%	4.47µM*	?	-2.9%	1.12µM*	-6.7%	?	-0.4	-2.4%	-0.1%	-17.9%
CCOC(=O)c1cnc(SCC(=O)N2CCOCC2)nc1N	-1.0%	-15.3%	?	-3.7%	16.6%	-4.9%	-0.5%	15.9	-3.3%	4.7%	51.4%
Cc1ncoc1C(=O)Nc1nccs1	14.6%	-1.9%	16.2%	20.1%	4.0%	2.5%	-0.5%	-10.9	-1.6%	0.5%	22.4%
COc1ccc(C(CC(=O)O)NC(=O)c2cc3cc(Br)ccc3oc2=O)cc1OC (centres undefined)	-1.9%	3.4%	2.4%	-0.3%	-14.4%	1.0%	?	2.8	-2.5%	22.5%	1.8%
COc1ccc(CCNC(=O)c2ccccc2NC(=O)C2=C(C)OCCS2)cc1OC	7.3%	5.1%	?	-5.4%	12.6%	-5.3%	?	21.2	-21.1%	4.1%	24.7%
CC(C)C/C(O)=C/c1nc2cc(Cl)ccc2oc1=O	-0.4%	5.6%	2.9%	-1.5%	3.0%	-1.4%	-1.6%	1.0	-6.7%	-16.2%	-45.5%

Three compounds already listed, sorted by molecular weight, high to low.
SMILES	Rab9 promoter act	VP16 counter	ELG1 DNA repair	p53 reactivation	RORg inh	ELG1 genotox	FLuc counter	TRPV1 ag	NPC1 prom act	Tb PFK block	BRCA1 expr act
COc1ccc(C(CC(=O)O)NC(=O)c2cc3cc(Br)ccc3oc2=O)cc1OC (centres undefined)	-1.9%	3.4%	2.4%	-0.3%	-14.4%	1.0%	?	2.8	-2.5%	22.5%	1.8%
CC(C)C/C(O)=C/c1nc2cc(Cl)ccc2oc1=O	-0.4%	5.6%	2.9%	-1.5%	3.0%	-1.4%	-1.6%	1.0	-6.7%	-16.2%	-45.5%
Cc1ncoc1C(=O)Nc1nccs1	14.6%	-1.9%	16.2%	20.1%	4.0%	2.5%	-0.5%	-10.9	-1.6%	0.5%	22.4%

Remaining list, next part
SMILES	Rab9 promoter act	VP16 counter	ELG1 DNA repair	p53 reactivation	RORg inh	ELG1 genotox	FLuc counter	TRPV1 ag	NPC1 prom act	Tb PFK block	BRCA1 expr act
COc1ccc(-c2ccc(-c3noc(-c4ccccc4OC)n3)c(OC)n2)cc1	2.6%	-12.6%	-26.4%	4.5%	-20.4%	7.3%	-0.3%	1.0	0.1%	-8.0%	-27.1%
CCCOc1ccc(CNC(=O)C2CCN(c3nnc(N4CCCC4=O)s3)CC2)cc1	-8.0%	-2.0%	0.4%	nt	-17.8%	0.5%	-2.0%	-3.0	-0.2%	0.3%	-2.8%
O=c1c(Cc2ccccc2)c(O)ccn1Cc1ccco1	2.7%	6.3%	-19.5%	-3.4%	9.5%	-0.1%	-7.9%	-3.9	0.3%	0.0%	17.0%
Cc1ccc(NC(=O)c2sc(Cl)nc2-c2ccccc2)cc1	0.9%	-17.0%	-0.3%	-2.0%	1.7%	1.5%	-2.2%	13.2	6.4%	1.9%	-38.3%
CCOc1nc(C#N)nc(N2CCCCC2)n1	-31.7%[inhibitor]	2.5%	?	4.8%	-9.6%	-8.2%	0.2%	-4.3	-19.1%	-3.0%	-42.5%&-9.3%
COc1ccc(CN(Cc2ccccn2)C(=O)CN2C(=O)COc3ccccc32)cc1	3.5%	-1.3%	?	-2.6%	7.8%[10 µM]	-5.0%	9.8%	11.3	-5.0%	-0.8%	-29.8%
CC(NC(=O)C1CCN(S(=O)(=O)c2cccc3nonc23)CC1)c1ccccc1 (centres undefined)	8.0%	-7.0%	-15.0%	1.4%	38.1%	5.0%	1.7%	-1.6	-3.1%	4.6%	-10.6%
Cc1cccc(NC(=O)CSc2nc(COc3ccccc3)nc3ccccc23)c1C	-0.4%	-8.8%	?	-4.1%	15.1%	-3.3%	-4.3%	-1.4	-1.8%	1.8%	-26.3%
COc1ccc(C(C)=O)cc1CSCc1cc(C(C)=O)ccc1OC	-4.3%	12.7%	5.9%	-3.8%	-0.4%	-1.7%	4.1%	11.2	1.6%	1.6%	-18.2%
CC(=O)Nc1ccc(S(=O)(=O)n2cnc3ccccc32)cc1	-1.0%	3.3%	0.6%	-2.0%	0.1%	1.8%	4.4%	-0.8	1.8%	-0.8%	-1.7%
CC1(C)O[C@@H]2[C@H](O1)[C@@H](COS(=O)(=O)O)O[C@H]2n1c(=S)[nH]c2c(=O)[nH]c(N)nc21	-3.3%	nt	12.6%	?	nt	0.9%	1.1%	-8.4	0.3%	?	-0.6%
Nc1ccc(C(=O)N/N=C/c2cn(Cc3ccc(F)cc3)c3ccccc23)cc1	3.3%	?	-7.0%	-2.1%	-141.5%	-0.3%	?	9.8	-0.5%	0.9%	13.8%
CN(C)C(CNC(C(=O)Nc1ccc(F)cc1)c1ccccc1)c1ccccc1 (centres undefined)	1.1%	-6.6%	18.5%	-3.0%	-2.7%	6.2%	1.8%	16.2	-5.4%	-4.9%	-13.6%
Cc1cc(C)nc(N/C(=N\S(=O)(=O)Cc2ccccc2)Nc2ccccc2Br)n1	-2.4%	-23.6%	?	1.0%	-21.3%	-6.2%	-0.6%	29.9	-0.4%	-0.5%	-66.2%
CCCc1cc(=O)[nH]c(SCC(=O)N2CCN(S(=O)(=O)c3ccc(C)cc3)C2)n1	-2.5%	5.0%	0.4%	3.9%	?	5.0%	2.9%	0.1	-0.2%	-2.6%	-3.0%
COc1ccc(S(=O)(=O)N2CCOC2CNC(=O)C(=O)NCCCN2CCOCC2)cc1C (centres undefined)	-2.0%	0.0%	-2.2%	2.3%	4.4%	0.6%	4.1%	0.3	2.3%	-3.4%	-14.8%
C#CCSc1nnnn1-c1cccc(Cl)c1	-11.5%	0.2%	0.3%	0.6%	3.6%	-11.3%	-1.6%	2.7	-5.6%	-1.1%	-27.5%

High-throughput results as filed in PubChem BioAssay.
